EPAC2 antag = qHTS for Antagonist of cAMP-regulated guanine nucleotide exchange factor 2 (EPAC2): primary screen | 0.18% of 360,000 active | EPAC2 GEF exchange of Rap1B-BODIPY-GDP, fluorescence | Potency, µM (titrated, usually from 114 µM), inactives show at the highest dose activity, negative = inhibition, usual class: inhibitors | Rap guanine nucleotide exchange factor 4 (Homo sapiens), Q8WZA2; note: potency is the fitted concentration of half-maximal effect; % is set by controls: 0 for no effect and ±100 for the full control effect; nearly all actives have a fitted effect of over 45% in size; many of its hits are not listed in these tables
D3 ag = qHTS of D3 Dopamine Receptor Agonist: qHTS; AID 652048, 2013; 0.58% of 410,000 active; D(3) dopamine receptor (Homo sapiens), P35462; D3R DiscoveRx beta-arrestin cells, luminescence, 90 min; max activation, %; in the data active = max activation above about 30%; note: 0% is about no effect; mostly tested at two doses, the higher about 12 µM
Target sequence (P35462 whole entry, looked up): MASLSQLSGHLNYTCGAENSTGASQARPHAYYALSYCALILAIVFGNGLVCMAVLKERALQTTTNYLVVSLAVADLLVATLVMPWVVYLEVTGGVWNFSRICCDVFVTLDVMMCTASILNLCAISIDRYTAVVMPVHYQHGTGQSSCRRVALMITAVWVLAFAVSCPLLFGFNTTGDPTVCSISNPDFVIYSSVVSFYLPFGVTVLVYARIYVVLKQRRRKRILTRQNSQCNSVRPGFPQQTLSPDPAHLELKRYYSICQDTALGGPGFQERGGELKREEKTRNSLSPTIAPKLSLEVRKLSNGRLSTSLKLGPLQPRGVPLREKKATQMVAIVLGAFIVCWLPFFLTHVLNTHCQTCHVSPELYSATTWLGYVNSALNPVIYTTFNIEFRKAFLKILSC
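Agonist-mode cell screen: cells plated at 1500/well and incubated overnight at 37 °C, then exposed to library compounds for 90 min at 37 °C. Detection reagent was added for 30–60 min at room temperature, and luminescence was read.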
FUS yeast rescue = qHTS for Suppressors of FUS Proteinopathy: Primary screen using FUS-linked yeast assay; AID 1347120, 2019; 0.24% of 390,000 active; Potency, µM (highest dose often 76.6 µM), for inactives: at the top dose growth rescue (activation), most hits filed as activators; S. cerevisiae FUS-expressing, growth rescue, OD600, 24 h;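 note: potency is the fitted concentration of half-maximal effect; plate controls were DMSO vehicle for no effect and reference control for full effect; nearly all actives have a fitted effect of over 55% in size; some results filed as inactive show a strong effect at the top dose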
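Cultures pregrown in 2.5% raffinose medium are shifted to minimal medium containing 2% galactose to express toxic FUS. Compounds are tested at several concentrations. After 24hr at 30C, growth is quantified at 600 nm absorbance.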
EPAC2 ag = qHTS for Agonist of cAMP-regulated guanine nucleotide exchange factor 4 (EPAC2): primary screen. Rap guanine nucleotide exchange factor 4 (Homo sapiens), Q8WZA2. EPAC2 activation, biochemical qHTS; response scale: 100% = 6.5 mM cAMP response. Potency, µM (highest dose often 154 µM), for the others: at the highest dose activation, hits mostly activators. 0.079% of 360,000 active; note: potency is the fitted concentration of half-maximal effect; nearly all actives have a fitted effect of over 50% in size
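Nucleotide exchange monitored as fluorescence drop when BODIPY-GDP leaves Rap1B. Reaction: 100 nM EPAC2, 250 nM RAP1B-BODIPY-GDP, 50 uM GDP, room temperature, kinetic read over 30 min. Activity expressed relative to 6.5 mM cAMP.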
aSyn rescue = qHTS of alpha-syn Inhibitors; Yeast expressing alpha-synuclein, growth rescue, BacTiter-Glo, 24 h; Potency, µM (doses to about 46.1 µM), inactives show at the top dose growth rescue (activation), actives largely listed as activators; 0.14% of 370,000 active; note: potency is the fitted concentration of half-maximal effect; % of control where 0% means no effect; nearly all actives have a fitted effect of over 65% in size
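Galactose-induced alpha-syn yeast (OD600=0.02, raffinose-pregrown) + pinned cpd, 24 hr, 30 deg C; growth by BacTiter-Glo luminescence. Growth restoration scores as activation.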
Abeta yeast res = qHTS for compounds that reverse cellular toxicity of Amyloid beta (A-beta) peptide in yeast: Primary Screen. yeast expressing A-beta42, growth rescue, OD600, 48 h; response scale: 0% DMSO, 100% iron-clioquinol control. 0.063% of 410,000 active. AID 1347071, 2019. Potency, µM (titrated, usually from 46.1 µM), for inactives: at the highest dose growth rescue, hits mostly activators; note: potency is the fitted concentration of half-maximal effect; nearly all actives have a fitted effect of over 55% in size
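Growth rescue measured by 600 nm absorbance after 48 h yeast culture at 30 C with compound. Values normalized between DMSO and an equimolar ferric chloride plus clioquinol control.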
TDP-43 yeast inh = qHTS of TDP-43 Inhibitors; TDP-43 expressing yeast growth rescue, BacTiter-Glo, 24 h; Potency, µM (top dose mostly 46.1 µM), for the others: at the top dose growth rescue (activation), most hits filed as activators; 1.8% of 410,000 active; note: potency is the fitted concentration of half-maximal effect; % of control where 0% means no effect; nearly all actives have a fitted effect of over 50% in size
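Cell-based yeast growth screen: TDP-43 expression induced in galactose, inoculum OD600=0.02 after raffinose pregrowth to mid-log. Read-out BacTiter-Glo luminescence at 24 hr, 30 deg C; inhibition of toxicity seen as signal increase.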
D3 antag = qHTS of D3 Dopamine Receptor Antagonist: qHTS | D(3) dopamine receptor (Homo sapiens), P35462 | D3R cells, DiscoveRx beta-arrestin luminescence, antagonist mode; stronger effect = lower value | max response, negative = inhibition, % | 2.5% of 360,000 active; in the data active = max response below about -50%; inconclusive = no clear call, values can overlap the other calls; note: % is set by controls: 0 for no effect and ±100 for the full control effect; mostly tested at two doses, the higher about 12 µM
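Cells plated overnight at 1500 cells/well, then exposed to library compounds with dopamine controls for 90 minutes at 37 degrees C. DiscoveRx reagent added for 30–60 minutes at room temperature; luminescence read, quantitative HTS format.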
Active calls of the source: *; ? = inconclusive; / = no result given; [ ] = another dose, or the depositor's remark. Unless noted, calls come from the whole dose curve; as a rule, active = well fitted curve in the direction sought with a large enough effect; inconclusive = small, poorly fitted or top-dose-only effect, or another doubt; inactive = no such curve, though single readings can be large; an effect the other way counts as inactive or inconclusive. This is a subset; the hit share may differ from the screen's.

Compound	EPAC2 antag	D3 ag	FUS yeast rescue	EPAC2 ag	aSyn rescue	Abeta yeast res	TDP-43 yeast inh	D3 antag
O=S(=O)(c1cccc2nsnc12)N1CCN(c2ncccn2)CC1	0.2%	2.6	-2.1%	2.6%	?	15.5%	?	-1.6
O=c1cc(N2CCOCC2)cnn1-c1ccccc1	-4.0%	10.9	-14.6%	1.3%	-2.5%	11.9%	10.6%	-14.7
CSc1ccc(/C=C/C(=O)Nc2ccccc2)cc1	10.4%	-8.4	-3.2%	-0.9%	-17.2%	-10.7%	13.9%	6.6
C[C@@H]1CN([C@H](C)CO)C(=O)c2cccc(NC(=O)Nc3ccc(F)cc3)c2O[C@H]1CN(C)C(=O)Nc1ccc(C(F)(F)F)cc1	-15.9%	0.3	?	-13.7%	2.3%	-1.2%	0.9%	7.8
COc1ccccc1CNC(=O)C1CCN(C2=NS(=O)(=O)C(c3ccc(C)c(C)c3)=C2C)CC1	/	-11.0	2.9%	/	/	-5.9%	-14.7%	/
COc1c(Cl)cc(Cl)cc1C(=O)Nc1ccc(NC(C)=O)cc1	3.4%	-18.0	9.4%	0.1%	0.2%	6.6%	-14.1%[0.397 µM]	20.7
Cc1nc(-c2c(C(=O)NNC(=O)Nc3c(C)cccc3C)noc2C)cs1	-0.5%	2.3	-13.7%	11.6%	-0.1%	5.6%	15.8%	13.1
CC(O)(c1cccc(F)c1)c1nc(-c2ccc3c(c2)OCO3)cs1 (stereo not given)	-23.2%	-6.1	2.6%	9.8%	4.3%	-14.1%	-55.4%[inhibitor]	-22.4
O=S(=O)(Nc1ccc(N=Nc2ccc(O)c3ccccc23)cc1)c1ccccc1	-10.2%	-32.9	/	-3.2%	-13.0%	-11.5%	-3.3%	?
COc1ccc(C(=O)NCCn2cc(SCC(=O)Nc3ccccc3)c3ccccc32)cc1OC	/	5.7	10.1%	/	/	-0.8%	20.5%	/
Cc1ccc(S(=O)(=O)Cc2csc(N)n2)cc1	5.4%	6.4	1.1%	-2.6%	-6.1%	16.8%	10.1%	2.3
Cc1ccc(C2c3[nH]c4ccccc4c3CCN2C(=O)CSCc2ccc(F)cc2)cc1 (stereo not given)	/	-6.4	28.2%	/	/	-24.1%	8.0%	/
Cc1ccc(NC(=O)CC2S/C(=N/N=C/c3c[nH]c4ccccc34)NC2=O)cc1 (stereo not given)	4.5%	-8.1	/	13.5%	-1.9%	-0.5%	-0.9%	?
CCOC(=O)N1CCC(NC(=O)c2cc(C(=O)Nc3cccc(C(F)(F)F)c3)ccc2CO)CC1	-5.5%	3.1	10.0%	-1.1%	2.8%	-6.5%	8.2%	6.3
CCCCOc1ccccc1C1CC(=O)Nc2ccc3ccccc3c21 (stereo not given)	/	-3.1	-0.9%	/	/	-17.2%	-17.6%	/
N=c1c(C(=O)NCC2CCCO2)cc2c(=O)n3ccccc3nc2n1Cc1ccc(F)cc1 (stereo not given)	-0.8%	0.8	33.8%	-10.6%	-2.8%	5.4%	-23.8%	-1.8
Cc1nc2ccc(NC(=O)CCS(=O)(=O)c3ccc(Cl)cc3)cc2s1	-13.1%	8.5	/	-4.3%	-9.8%	3.3%	-4.0%	2.5
CCOC(=O)[C@]12CCC=C1N(Cc1cccc3ccccc13)C(=O)[C@H](CC(=O)NCc1ccc(C)o1)C2	-0.7%	2.3	?	11.9%	-1.3%	-5.2%	12.2%	0.0
Cc1cc(OCc2cc(C(=O)N(Cc3nccn3C)C(C)C)no2)cc(C)c1Cl	-26.8%	0.1	28.3%	4.6%	0.7%	-16.6%	-18.2%	16.4
O=C(Oc1ccccc1)c1ccc(-n2cnnn2)cc1	-10.5%	0.5	5.4%	6.7%	4.8%	19.9%	-0.5%	-3.4

Only aSyn rescue, Abeta yeast res and D3 ag, for two of the compounds above:
Structure	aSyn rescue	Abeta yeast res	D3 ag
CSc1ccc(/C=C/C(=O)Nc2ccccc2)cc1	-17.2%	-10.7%	-8.4
C[C@@H]1CN([C@H](C)CO)C(=O)c2cccc(NC(=O)Nc3ccc(F)cc3)c2O[C@H]1CN(C)C(=O)Nc1ccc(C(F)(F)F)cc1	2.3%	-1.2%	0.3

Following part
Compound	EPAC2 antag	D3 ag	FUS yeast rescue	EPAC2 ag	aSyn rescue	Abeta yeast res	TDP-43 yeast inh	D3 antag
COc1ccc(-c2cc(C(F)(F)F)nc(SCCC(=O)Nc3ccc(F)cc3F)n2)cc1	/	-12.6	-11.8%	/	/	-7.3%	4.9%	/
Cc1ccc(CN(C)c2ccc(S(=O)(=O)N3CCCC3)cn2)cc1	-6.6%	1.5	28.8%	1.3%	-8.6%	-3.0%	-23.2%	16.1
COc1ccc(CCNC(=O)CSc2nnc(-c3cccc(F)c3)o2)cc1OC	17.8%	-16.4	34.2%	2.3%	-0.2%	-1.0%	-21.4%	?
O=C(CN1CCN(c2ccccn2)CC1)Nc1ccc(Br)cc1	-12.5%	45.2*	3.8%	3.6%	3.1%	9.1%	-5.7%	3.9
O=S(=O)(c1cccc(C(F)(F)F)c1)c1ccc(O)cn1	7.1%	-11.9	10.2%	0.0%	1.3%	-7.7%	9.6%	9.0
CCNC(=S)NCc1ccc(F)cc1	-2.2%	4.3	/	4.3%	-0.8%	0.0%	-0.6%	0.2
CCC(Sc1nc(C)cc(C)n1)C(=O)Nc1cc(C)on1 (stereo not given)	-0.1%	-0.2	3.8%	9.6%	-5.3%	8.8%	-4.4%	-52.8*
COc1cccc(NC(=O)N2CCCC2C(=O)NC2CCCC2)c1 (stereo not given)	-6.3%	-0.8	3.9%	14.3%	-1.6%	1.5%	-15.1%	-7.8
CC(C)CCCC(C)NS(=O)(=O)Cc1ccccc1 (stereo not given)	-16.6%	-0.9	13.6%	-9.1%	/	14.3%	3.6%	-12.0
O=S(=O)(c1ccc(Cl)cc1)N1CCc2ccccc21	-21.6%	2.1	12.4%	29.4%	13.3%	12.7%	4.9%	7.1
COc1ccc(-c2noc(C3CC(=O)N(c4cc(C)cc(C)c4)C3)n2)cc1 (stereo not given)	/	1.8	34.0%	/	/	5.3%	?	/
CC(C)Oc1ccc(/C(O)=C2/C(=O)C(=O)N(CCN3CCNCC3)C2c2cccc([N+](=O)[O-])c2)cc1 (stereo not given)	7.4%	0.4	7.5%	-6.6%	-0.1%	-31.4%	-23.0%	-1.0
O=C(NCN1C(=O)C2C3C=CC(C3)C2C1=O)Nc1ccccn1 (stereo not given)	18.0%	-4.8	4.7%	2.0%	-3.4%	-5.8%	-6.8%	-10.7
CCOc1ccc(/C=N/OCC(=O)NC(c2ccccc2)c2ccccc2)cc1	-5.9%	1.2	/	5.1%	-3.1%	0.0%	-13.5%	31.3
COc1ccc(S(=O)(=O)NCC(=O)N(CC(=O)NCC2CCCO2)c2ccccc2C)cc1 (stereo not given)	-5.0%	0.9	-14.2%	10.0%	-2.0%	9.8%	-21.7%	0.0
CCc1ccc2c(c1)c(N=NC1=NC(=O)CS1)c(O)n2CC	-2.1%	-22.9	9.8%	-9.1%	-1.2%	2.3%	0.0%	-88.1*
N#Cc1cccc(C(c2nnnn2CCc2ccccc2)N2CCN(C3CCCCC3)CC2)c1 (stereo not given)	14.9%	2.3	5.6%	5.4%	2.8%	12.8%	-13.1%	-26.0
Cc1cccc(NC(=O)C(=O)NCC2CCCO2)c1 (stereo not given)	3.4%	-5.7	-5.2%	4.3%	0.0%	17.2%	10.8%	-13.2
CN=C(NC(=O)Nc1c(C)cccc1C)NC(=O)Nc1c(C)cccc1C	-3.8%	3.0	-7.9%	5.6%	0.4%	4.4%	-11.4%[0.397 µM]	-2.5
CCc1nc(SCC(=O)Nc2ccc(NC(C)=O)cc2)n[nH]1	/	4.4	-4.7%	/	/	5.4%	15.5%	/
O=[N+]([O-])c1cc(C(F)(F)F)ccc1NCCc1c[nH]c2ccc(O)cc12	?	-23.2	14.0%	?	16.7%	-10.4%	6.4%	-23.4
O=C(CCC1CCCC1)N1CCN(C(=O)c2cccnc2)CC1	19.1%	2.8	18.0%	-11.4%	-10.4%	6.6%	3.1%	14.0
CCC(CC)NC(=O)c1ccc(NS(=O)(=O)c2ccc3[nH]c(=O)[nH]c3c2)cc1	3.4%	1.7	-7.7%	11.5%	-2.3%	10.2%	3.7%	8.4
Fc1ccccc1N1CCN(C2CCCN(Cc3ccccc3C(F)(F)F)C2)CC1 (stereo not given)	-6.5%	-5.4	7.0%	5.3%	6.6%	14.1%	9.3%	13.7
COc1ccc(CCNC(=O)CCc2ccc(S(=O)(=O)NCC(C)C)cc2)cc1OC	0.7%	-6.9	1.1%	-3.5%	-6.2%	1.2%	-16.1%	-12.3
N#Cc1ccccc1NC(=O)Nc1ccc(Cl)cc1	-2.4%	-2.0	-9.3%	9.7%	-13.4%	11.0%	-3.6%	-11.9
Cc1ccc(C(=O)C[n+]2ccccc2)cc1	1.0%	0.5	-1.0%	10.5%	14.4%	6.1%	-2.0%	0.0
COc1ccccc1OCC(=O)NNC(=O)c1ccoc1C	14.0%	1.8	/	-0.8%	0.0%	0.0%	22.8%	-11.7
Cc1ccc(OCCN2CCN(C(=O)CCC(=O)Nc3nnc(C)s3)CC2)cc1	5.6%	37.3*	2.2%	1.0%	-0.4%	-8.5%	-2.4%	-2.7
COc1cc(OC)c(NC(=O)C(Cc2ccccc2)NS(=O)(=O)c2cccc3nsnc23)cc1Cl (stereo not given)	/	0.0	?	/	/	-0.9%	8.1%	/
CSCCNC(=O)c1ccc(OC2CCN(S(=O)(=O)N(C)C)CC2)cc1	5.9%	4.2	4.2%	7.7%	11.1%	-2.6%	12.5%	-6.1

Assay outcomes from PubChem BioAssay.
